PDI inh = PDI (human) enzyme inhibition | PDI insulin aggregation turbidity, A650, 90 min | inhibition, % at 10 µM | 350,000 tested, 0.052% active | AID 588391;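 active = mean inhibition across replicates of 30% or more, whatever share of single replicates reach that level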;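 also: absorbance from insulin aggregation driven by PDI reduction with DTT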
Target sequence (P07237 whole entry, looked up): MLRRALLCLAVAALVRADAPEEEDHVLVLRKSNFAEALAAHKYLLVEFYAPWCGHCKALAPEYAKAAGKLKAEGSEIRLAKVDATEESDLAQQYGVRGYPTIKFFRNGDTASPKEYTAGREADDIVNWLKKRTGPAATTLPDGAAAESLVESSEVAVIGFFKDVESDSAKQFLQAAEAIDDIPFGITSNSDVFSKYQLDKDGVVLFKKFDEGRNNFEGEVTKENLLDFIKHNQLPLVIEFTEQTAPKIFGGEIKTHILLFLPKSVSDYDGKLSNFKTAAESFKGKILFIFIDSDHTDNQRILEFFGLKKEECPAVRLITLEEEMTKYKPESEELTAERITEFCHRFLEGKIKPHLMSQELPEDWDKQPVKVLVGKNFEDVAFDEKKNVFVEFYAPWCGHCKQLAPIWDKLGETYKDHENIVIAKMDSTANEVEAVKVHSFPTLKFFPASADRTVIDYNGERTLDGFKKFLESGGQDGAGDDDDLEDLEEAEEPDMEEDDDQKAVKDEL
CaV13 ICDI inh = Primary screen for inhibitors of IQ motif and Ca2+-dependent inactivation inhibitor domain binding in CACNA1D, Förster resonance energy transfer in living cells, …. HEK cells, CFP/YFP FRET ICDI-IQ, plate reader, 10 min; percent FRET-ratio fall versus neutral wells. inhibition, % at 12.3 µM. 340,000 tested, 0.098% active. AID 743397;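 active = mean replicate inhibition of at least 30% and at least 1% of replicates passing that level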;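 also: 0% = median of the neutral control wells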
Peg3 prom inh = inhibitors of Peg3 promoter; inhibition, % at 20 µM; HeLa PEG-Prom luciferase reporter, luminescence, overnight; 360,000 tested, 1.7% active; AID 588405;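 active = inhibition of at least 50% at 20 µM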
KKLEB tox = reduces viability of KKLEB cystic fibrosis airway cells; activity change (cytotoxicity), % at 5 µM; KKLEB CF airway cells viability, ATPlite luminescence, overnight; stronger effect = lower value; cells stimulated with P. aeruginosa culture filtrate; 360,000 tested, 0.36% active;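 active = corrected activity change at or below -50% at 5 µM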
NR2E3 ag-1 = agonists of human nuclear receptor NR2E3 | Q9Y5X4 | GST-NR2E3/biotin-RetCOR TR-FRET, 1536-well | inhibition of corepressor binding, % at 4.78 µM | 320,000 tested, 0.12% active | AID 2300;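 active = percent inhibition above the cutoff of mean plus 3 SD of all tested compounds, set per screening campaign, cut at about 20% in these data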;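 also: 0% = DMSO wells and 100% = biotin wells as full block of FRET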
Target sequence (Q9Y5X4 whole entry, looked up): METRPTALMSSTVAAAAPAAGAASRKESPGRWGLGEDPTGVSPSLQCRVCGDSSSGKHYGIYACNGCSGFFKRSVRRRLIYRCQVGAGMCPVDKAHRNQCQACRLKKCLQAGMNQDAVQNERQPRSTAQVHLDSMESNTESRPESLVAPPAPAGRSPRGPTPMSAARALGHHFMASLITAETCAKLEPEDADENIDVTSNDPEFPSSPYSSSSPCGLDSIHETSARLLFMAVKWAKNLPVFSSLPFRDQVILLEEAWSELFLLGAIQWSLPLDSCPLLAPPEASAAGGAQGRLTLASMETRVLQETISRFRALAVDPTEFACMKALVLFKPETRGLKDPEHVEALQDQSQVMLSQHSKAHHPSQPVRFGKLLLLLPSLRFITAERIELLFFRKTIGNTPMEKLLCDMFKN
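System: GST-tagged NR2E3 plus biotinylated RetCOR corepressor; Amount: 1.35 nM GST-tagged NR2E3 final; Dosing: single nominal compound dose of 4.8 µM; Schedule: 5 h incubation at 4 °C; Technique: TR-FRET with europium anti-GST and streptavidin-D2, 340 nm excitation; Controls: biotin wells as high control, 0.6% DMSO wells as low control.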
Shn3 inh set2 = inhibitors of Schnurri-3 3'UTR reporter in osteoblasts | inhibition, % at 12.5 µM | Clone20 osteoblast Shn3 3'UTR firefly luciferase, 24 h | 360,000 tested, 0.52% active | AID 588674;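 active = mean inhibition of at least 75% with every replicate also reaching 75%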;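 also: 0% = median of neutral control wells and 100% = pilot-screen positive control compound; some compounds past the cut are filed as inactive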
NR2E3 ag-2 = human photoreceptor-specific nuclear receptor agonism | Q9Y5X4 | CHO-S Gal4-NCOR/VP16-NR2E3 two-hybrid, luciferase | inhibition of corepressor binding, % at 3.98 µM | 360,000 tested, 0.35% active | AID 602229;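 active = inhibition above the mean of all tested compounds plus 3 SD, cut at about 70% in these data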;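 also: 0% = DMSO with NR2E3 transfected cells and 100% = cells lacking NR2E3 construct; higher means lower luciferase signal from less NR2E3 corepressor binding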
Vif inh = HIV Vif inhibition. HEK293T cells, Vif self-association by quenched fluorescence, imaging, 24 h. inhibition, % at 7.49 µM. 340,000 tested, 0.35% active; in the data active = inhibition above about 50%, passing the limit was not always enough; also: some results filed as inactive read as strong as hits
CF NFkB inh = blocks PAF-induced NF-kB reporter in cystic fibrosis cells; KKLEB NF-kB-GFP reporter, GFP fluorescence overnight; inhibition, % at 5 µM; 360,000 tested, 0.86% active; AID 588850;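 active = at least 50% inhibition at 5 µM, scaled per plate between neutral and stimulator controls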;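 also: PAF is a Pseudomonas aeruginosa culture filtrate used as stimulus; plate controls were PAF-stimulated DMSO wells for no effect and unstimulated DMSO wells for full effect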
HIF-2a block = HIF-2a inhibition. 786-0 RCC cells HIF-2a reporter, luciferase luminescence, overnight. inhibition, % at 18.8 µM. 360,000 tested, 0.72% active. AID 624352;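 active = inhibition of the luminescence signal of 40% or more relative to plate controls, in a single-dose primary screen at 18.75 µM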
TRPM1 prom inh = inhibitors of MITF-driven TRPM1 promoter in melanoma cells | SK-MEL-5 TRPM1 promoter luciferase, 24 h | inhibition, % at 12.5 µM | 330,000 tested, 0.83% active;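 active = mean inhibition across replicates of 60% or more, whatever share of single replicates reaches that level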; also: values of inactives mirror those of a sister screen read the other way
* hit, by the source's call; x = no result given.

cpd	Molecule	PDI inh	CaV13 ICDI inh	Peg3 prom inh	KKLEB tox	NR2E3 ag-1	Shn3 inh set2	NR2E3 ag-2	Vif inh	CF NFkB inh	HIF-2a block	TRPM1 prom inh
1	COc1ccccc1-n1c(C)cc(SC)c(C(C)=O)c1=S	-2.5	x	7.3	1.6	9.3	-9.7	-9.8	-4.3	8.8	10.7	2.8
2	CCc1nc(SCC(=O)OC(C)C)c2ccccc2n1	-0.8	-2.5	-3.3	-4.0	3.6	12.2	-11.6	-1.0	-10.4	24.4	7.8
3	N#Cc1cc(Oc2ccccc2)c(-n2nnc3ccccc32)cc1C#N	7.2	-4.7	14.0	-11.0	-0.7	-11.3	-24.5	1.4	10.2	8.5	5.9
4	O=C(NCCCc1ccccc1)C1CC(=O)N(c2ccc3c(c2)OCCO3)C1 (configuration not stated)	1.5	-4.1	21.0	1.3	-1.8	13.3	10.9	5.1	7.0	16.2	3.9
5	CCCn1nc(NC(=O)c2ccco2)c2cc3ccccc3nc21	7.8	-3.4	9.1	11.0	4.8	12.2	2.9	-1.4	-14.9	-33.3	-12.3
6	CCC(C)NC(=O)CS(=O)Cc1nc(-c2cccc(C)c2)oc1C (configuration not stated)	x	-6.5	4.5	19.2	1.9	-1.4	-0.9	-6.9	-24.7	7.2	8.3
7	CCN(c1ccccc1)c1cc(C)nc2nc(C)nn12	x	-1.9	10.0	15.7	3.1	-22.7	-4.6	-3.9	8.2	14.6	x
8	COc1ccc(NC(=O)NC(C)c2ccccc2)cc1 (configuration not stated)	5.0	-4.8	8.8	0.3	x	4.6	-1.6	-5.3	2.2	6.9	7.3
9	CC1CCN(C(=O)c2ccc(N(C)S(C)(=O)=O)cc2)CC1	-4.4	x	12.9	-2.6	-3.0	-3.3	-25.9	x	12.9	2.4	2.4
10	O=C(O)c1cccc(NC(=O)c2ccc3c(c2)C(=O)N(Cc2ccco2)C3=O)c1	-3.0	-1.3	-6.4	2.6	4.8	2.9	-18.0	16.3	17.4	3.6	-1.0
11	COc1ccc(S(=O)(=O)n2nc(OC(=O)c3ccco3)cc2N)cc1	5.0	-7.8	-0.4	1.6	-0.8	-17.6	-20.7	-1.9	5.0	15.8	4.9
12	CCN(CC)c1ccc(NC(=O)c2ccccc2)cc1S(=O)(=O)Nc1ccccc1OC	-4.4	-14.8	14.5	14.1	2.0	17.7	3.5	-3.6	-6.5	18.2	-6.3

Profiles, looked up by structure. Order of values: PDI inh	CaV13 ICDI inh	Peg3 prom inh	KKLEB tox	NR2E3 ag-1	Shn3 inh set2	NR2E3 ag-2	Vif inh	CF NFkB inh	HIF-2a block	TRPM1 prom inh
COc1ccc(S(=O)(=O)n2nc(OC(=O)c3ccco3)cc2N)cc1 is listed as 5.0	-7.8	-0.4	1.6	-0.8	-17.6	-20.7	-1.9	5.0	15.8	4.9
CCc1nc(SCC(=O)OC(C)C)c2ccccc2n1 is listed as -0.8	-2.5	-3.3	-4.0	3.6	12.2	-11.6	-1.0	-10.4	24.4	7.8

Carrying on:
cpd	Molecule	PDI inh	CaV13 ICDI inh	Peg3 prom inh	KKLEB tox	NR2E3 ag-1	Shn3 inh set2	NR2E3 ag-2	Vif inh	CF NFkB inh	HIF-2a block	TRPM1 prom inh
13	CCOn1c(=O)c(-c2ccccc2)[n+]([O-])c2ccccc21	-1.6	-4.7	11.3	0.4	-0.3	1.6	-39.8	28.5	-5.0	24.5	-20.2
14	CCOC(=O)c1c(C)n(C)c2ccc(O)c(CN(C)C)c12	10.9	x	5.8	-7.1	3.2	29.9	6.3	-9.5	-0.7	7.7	-2.2
15	COc1ccc(CC(NC(C)=O)C(=O)NC2CCN(S(=O)(=O)c3ccc(NC(C)=O)cc3)CC2)cc1 (configuration not stated)	12.8	-2.7	-4.5	2.9	1.9	9.8	7.1	-2.3	-6.1	13.6	7.5
16	CCOC(=O)CSc1nnc(-c2ccoc2C)n1-c1ccc(OCC)cc1	-31.5	x	1.7	-15.1	-1.0	x	-2.6	x	-10.1	12.4	-14.2
17	Cc1ccc(C)n1-c1ccc(C(=O)NCc2cccnc2)cc1	-3.7	x	7.8	3.2	5.4	5.0	-10.6	-1.4	8.2	1.9	8.4
18	COC(=O)c1ccc(C(=O)OC)c(NC(=O)CN(c2ccccc2)S(=O)(=O)N(C)C)c1	-5.5	-4.2	15.7	0.1	1.4	7.0	0.3	-16.5	-24.4	2.2	7.4
19	COc1ccc2oc(C(=O)OCC(=O)N(C)Cc3ccccc3)c(C)c2c1	4.9	-5.8	-6.0	-2.9	-1.6	-2.2	-21.4	-5.1	4.4	-8.9	-12.8
20	CC1(O)C(c2ccccc2)=Nc2ccccc21 (configuration not stated)	-4.2	-6.8	-275.4	-1.5	x	-76.7	-129.5	1.2	-8.1	-215.8	x
21	COc1ccc(C(C)C)cc1-c1cccc2nncn12	12.2	-4.4	14.3	-4.9	x	-13.1	-14.3	0.0	-11.6	6.2	x
22	Cc1cccc(-c2nnc(NC(=O)c3ccco3)s2)c1	2.6	-10.6	-243.4	-3.3	5.0	-84.1	-88.2	-4.3	1.7	-182.9	-30.9
23	COCCNC(=O)c1nn2c(C(F)(F)F)cc(-c3ccccc3)nc2c1Br	10.2	-5.1	-14.1	-4.2	x	5.9	2.1	-4.6	29.8	1.0	x
24	COC(=O)/C(=C/Nc1cccc2ccccc12)[N+](=O)[O-]	5.3	-7.1	-12.2	6.9	-0.5	-13.9	-23.3	-4.8	8.3	-23.6	-0.2
25	CCOC12NC(=O)CC(=O)N1C(c1ccccc1)=CS2 (configuration not stated)	-8.8	-4.3	-107.2	4.6	-0.7	-16.7	-15.0	3.1	-0.8	-97.4	-22.7
26	O=C(c1ccc(NS(=O)(=O)c2ccc3[nH]c(=O)[nH]c3c2)cc1)N1CCN(c2ccccc2O)CC1	1.4	-6.7	-1.7	-19.1	5.7	-9.2	5.2	0.2	-19.7	10.9	1.5
27	O=C(Nc1ccccn1)C1(c2ccccc2)CCCC1	-0.5	-7.0	10.0	-15.9	2.9	16.6	-5.2	-1.6	-3.4	7.2	7.8
28	O=C(NCc1ccc2c(c1)OCO2)Nc1ccc(Cl)cc1	-8.9	-2.8	-69.7	17.1	3.0	-21.1	-58.5	-7.5	-8.2	-126.4	-23.3
29	Cc1ccc(S(=O)(=O)N2CCN(Cc3ccsc3)CC2)cc1	9.6	-4.8	3.3	8.3	1.5	17.6	-12.6	6.9	-13.4	6.9	2.1
30	COc1ccc(N=Nc2cc(-c3ccccc3)ccc2O)cc1	-1.5	-2.5	-46.5	9.7	1.3	-9.1	-12.2	-2.0	-20.6	-73.2	-0.7
31	COc1cc(/C=N/NC(=O)c2cccnc2)ccc1OCC(=O)Nc1ccccc1Cl	-2.2	6.7	-158.2	-18.9	-4.5	-1.1	2.0	1.4	19.4	-8.3	2.9
32	O=C(CSc1ncnc2c1nnn2Cc1ccccc1)NC1CCCCC1	-4.1	-2.7	20.7	-10.7	-0.5	-28.6	-4.1	-4.0	39.6	25.9	14.7
33	CCOC(=O)c1ccc(N(CCC2CO2)S(=O)(=O)c2ccc(C)cc2)cc1 (configuration not stated)	-3.7	-9.4	1.9	18.9	x	-10.9	20.9	-9.6	-31.6	2.2	-8.6
34	Cc1nn(-c2nccs2)c2c1C(=O)CC(C)(C)C2Br (configuration not stated)	-5.3	-8.2	49.5	2.4	x	-18.8	5.2	12.8	50.7*	9.3	15.5
35	C=CCn1c(SCC(=O)c2[nH]c(C)c(C(=O)OCC)c2C)nc2scc(-c3ccc(OC)c(OC)c3)c2c1=O	-5.5	-18.2	86.3*	-41.9	-0.2	79.7	-9.7	1.3	56.5*	8.8	102.0*
36	COc1cc(OC)c(C(=O)OC(C)C(=O)Nc2cccc(C(F)(F)F)c2)cc1OC (configuration not stated)	-3.7	-5.2	-26.9	-7.5	-1.3	22.5	-37.7	-0.9	9.5	23.7	0.8
37	C/C(=N\NS(=O)(=O)c1ccc(Br)cc1)c1ccc2c(c1)OCO2	6.7	x	10.9	-12.5	0.9	5.4	-0.6	10.3	23.2	15.8	3.9
38	CCn1c(=O)c(C(=O)CN2CCN(S(=O)(=O)c3ccc(C)cc3C)CC2)c(N)n(Cc2ccccc2)c1=O	-3.6	-4.5	48.8	4.5	-3.0	8.2	13.5	-4.2	-1.0	31.7	9.8
39	CCOc1ccc(C(C)NC(=O)c2cccs2)cc1OCC (configuration not stated)	1.9	-1.4	24.3	-10.4	1.0	21.6	-9.3	4.7	10.7	20.7	x
40	O=C(NCCCN1CCCC1=O)c1cccc(Oc2ccccc2)c1	2.6	-5.0	-7.9	5.6	1.6	-2.7	-3.6	0.8	9.4	-4.0	1.6
41	CN1C(=O)/C(=C/c2ccc(OCc3ccc(F)cc3)cc2)N(C)C1=S	0.5	-2.5	-12.3	11.5	5.7	10.7	-14.6	0.6	-27.8	-18.7	-13.7
42	Cc1cc(S(=O)(=O)n2ccnc2)c(Cl)cc1Cl	-1.3	-3.6	1.7	-0.8	4.4	-31.0	20.3	4.2	19.9	12.7	-1.9
43	CC(C)Oc1ccc(S(=O)(=O)N2CCOCC2)cc1NC(=O)c1ccc(N2CCCC2=O)cc1	2.2	-7.9	15.8	-24.0	3.2	8.4	-27.4	-10.3	12.8	23.1	10.9
44	COc1cccc(CN2CCN(Cc3ccc4c(NC(C)=O)cccc4n3)CC2CCO)c1 (configuration not stated)	-1.3	-7.4	2.5	9.1	-5.6	-0.6	-8.8	1.2	-7.0	15.1	-18.2
45	COC(=O)c1cccc(NC(=S)Nc2ccccc2Cl)c1	0.7	-2.3	-21.5	-16.5	-4.5	9.6	-6.1	-6.8	10.0	-39.1	-15.0
46	COc1cccc(-c2coc3cc4oc(=O)c(CCC(=O)O)c(C)c4cc23)c1	-12.5	-5.1	21.4	0.8	-1.8	-2.6	-41.1	10.1	-40.3	40.1*	-1.4
47	CCc1ccc(NC(=O)c2cnccn2)cc1	0.3	4.8	-137.2	-11.9	-2.3	-42.3	-130.9	-3.7	-3.6	-130.7	-18.4
48	COc1ccc(C(=O)NC(=S)Nc2ccc(CN3CCOCC3)cc2)cc1OC	3.2	-4.8	-22.6	4.3	3.0	1.4	-35.7	10.3	-24.3	10.5	x
49	CCOc1ccc(CNC(=O)Cn2c(=O)c3cccn3c3ccccc32)cc1	5.0	-2.2	19.1	4.5	1.8	26.0	4.5	-9.1	-18.9	-3.6	-14.7
50	CC12CCC(C(=O)Nc3cc(Cl)ccc3Cl)(C(Br)C1=O)C2(C)C (configuration not stated)	0.9	-2.4	12.2	0.3	-3.7	-12.3	-7.1	-0.2	-5.1	19.1	3.8
51	COCc1n[nH]c(=S)n1-c1ccccc1	-0.5	-4.0	-2.5	9.2	1.6	-8.3	12.4	15.2	-27.2	17.4	-2.8
52	Cc1cc(C)c(NC(=S)N2CCC(N(C)CC3CCCO3)CC2)c(C)c1 (configuration not stated)	1.3	-7.9	3.6	-15.0	3.2	-2.5	-14.6	x	-10.4	-5.3	1.9

Screens deposited in PubChem BioAssay by several laboratories.

Compounds were not picked by outcome. Share with any hit: about 3.3%.
